APE1 inh: inhibitors of human APE1 endonuclease. recombinant APE1, TAMRA/BHQ-2 abasic DNA cleavage fluorescence. Potency, µM (doses to about 65.8 µM), without a hit: at the highest dose activity change, negative = inhibition, usual class: inhibitors. 0.35% of 350,000 active. P27695;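 note: plate controls were vehicle for no effect and reference inhibitor for full effect; nearly all actives have a fitted effect of over 55% in size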
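Step 1: APE1 (0.75 nM) with compound, 15 min RT. Step 2: add 50 nM fluorophore/quencher THF duplex. Step 3: three fluorescence reads 60 s apart (525/598 nm); read 3 minus read 1 = reaction progress.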
JMJD2A Tudor inh: inhibitors of human JMJD2A Tudor domain; AlphaScreen JMJD2A-Tudor / H3K4me3 peptide binding; Potency, µM (top dose mostly 114 µM), for the others: at the highest dose activity change, negative = inhibition, actives largely listed as inhibitors; 4.4% of 390,000 active; AID 504339; note: % is set by controls: 0 for no effect and ±100 for the full control effect; nearly all actives have a fitted effect of over 50% in size
Target sequence (O75164 whole entry, looked up, the tested form may be a part): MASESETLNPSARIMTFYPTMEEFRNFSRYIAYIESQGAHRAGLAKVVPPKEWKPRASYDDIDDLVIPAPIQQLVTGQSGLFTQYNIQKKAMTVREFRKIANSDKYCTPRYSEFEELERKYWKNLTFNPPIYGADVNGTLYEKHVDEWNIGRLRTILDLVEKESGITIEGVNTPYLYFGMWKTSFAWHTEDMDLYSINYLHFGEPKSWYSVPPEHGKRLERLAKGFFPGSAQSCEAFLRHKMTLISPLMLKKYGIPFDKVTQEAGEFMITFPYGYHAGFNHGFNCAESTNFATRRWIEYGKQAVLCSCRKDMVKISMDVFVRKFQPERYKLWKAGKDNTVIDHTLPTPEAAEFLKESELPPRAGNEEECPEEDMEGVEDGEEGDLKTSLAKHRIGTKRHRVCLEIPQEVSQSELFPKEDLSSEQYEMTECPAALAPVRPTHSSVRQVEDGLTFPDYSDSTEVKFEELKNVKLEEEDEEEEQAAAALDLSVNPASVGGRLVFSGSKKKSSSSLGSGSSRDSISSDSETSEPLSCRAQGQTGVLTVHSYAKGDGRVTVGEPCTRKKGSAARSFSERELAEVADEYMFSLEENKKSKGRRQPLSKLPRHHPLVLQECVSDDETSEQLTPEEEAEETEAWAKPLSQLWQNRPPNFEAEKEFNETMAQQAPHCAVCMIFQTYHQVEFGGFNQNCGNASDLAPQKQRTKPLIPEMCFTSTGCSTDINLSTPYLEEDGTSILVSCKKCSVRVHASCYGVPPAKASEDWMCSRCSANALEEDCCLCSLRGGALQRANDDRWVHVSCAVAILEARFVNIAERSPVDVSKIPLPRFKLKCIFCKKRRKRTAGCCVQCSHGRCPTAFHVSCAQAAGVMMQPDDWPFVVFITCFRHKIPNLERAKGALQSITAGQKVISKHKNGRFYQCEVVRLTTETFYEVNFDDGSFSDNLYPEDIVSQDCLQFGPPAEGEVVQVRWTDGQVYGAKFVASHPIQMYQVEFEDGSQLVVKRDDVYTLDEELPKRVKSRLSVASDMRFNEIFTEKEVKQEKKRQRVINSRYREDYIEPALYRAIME
BLM inh: blocks DNA unwinding by human BLM helicase; P54132; recombinant BLM DNA unwinding, fluorescence dequenching; Potency, µM (highest dose often 56.1 µM), for inactives: top-dose activity change, negative = inhibition, most hits filed as inhibitors; 0.2% of 350,000 active; AID 2528;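 note: plate controls were vehicle for no effect and no enzyme for full effect; nearly all actives have a fitted effect of over 35% in size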
POLI inh: DNA polymerase iota (human) inhibition; Q9UNA4; Pol iota fluorescent replication assay, 10 min; Potency, µM (series often up to 115 µM), for the others: at the top dose activity, negative = inhibition, actives largely listed as inhibitors; 1% of 390,000 active
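Pol iota at 10 nM preincubated 15 min with compounds at room temperature; reaction started with fluorescent substrate, 50 nM final. Fluorescence read kinetically at 0 and 10 min; buffer-only wells as negative control.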
Pol beta inh: DNA polymerase beta (human) inhibition; Potency, µM (top dose mostly 114 µM), for inactives: at the top dose activity change, negative = inhibition, actives largely listed as inhibitors; P06746; AID 485314; 1.3% of 340,000 active; Pol beta primer extension/strand displacement, fluorescence kinetic; note: % is set by controls: 0 for no effect and ±100 for the full control effect
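Enzyme-only controls used 10 nM Pol beta; buffer lacking enzyme served as negative control. Compound preincubated 15 min, then 50 nM substrate added; 0 and 10 min reads at room temperature.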
POLK inh: inhibitors of human DNA polymerase kappa | Q9UBT6 | AID 588579 | Potency, µM (series often up to 107 µM), inactives show at the highest dose activity, negative = inhibition, actives largely listed as inhibitors | 0.53% of 400,000 active | purified Pol kappa, fluorescent DNA synthesis assay, 10 min; note: % is set by controls: 0 for no effect and ±100 for the full control effect
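Enzyme at 10 nM met test compounds for 15 min at room temperature. Substrate addition (50 nM final) began the reaction, which was monitored by fluorescence at 0 and 10 min.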
G9a block: inhibitors of human histone lysine methyltransferase G9a | Q96KQ7 | G9a H3K9 monomethylation, AlphaScreen, 2 h | Potency, µM (series often up to 102 µM), for the others: at the highest dose activity, negative = inhibition, most hits filed as inhibitors | 8.8% of 350,000 active; note: % is set by controls: 0 for no effect and ±100 for the full control effect; nearly all actives have a fitted effect of over 75% in size
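Methyltransferase reactions run at room temperature for 2 h (20 nM enzyme, 500 nM biotin-H3K9 peptide, 20 uM SAM) after a 15 min compound preincubation; product detected by AlphaScreen beads and anti-H3K9me1 antibody.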
Pol eta inh: DNA polymerase eta (human) inhibition. Q9Y253. recombinant Pol eta, fluorescent DNA replication assay. Potency, µM (doses to about 114 µM), without a hit: at the top dose activity change, negative = inhibition, most hits filed as inhibitors. 1.2% of 390,000 active; note: % is set by controls: 0 for no effect and ±100 for the full control effect
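Fluorescent replication assay: 50 nM final substrate added after a 15 min room-temperature compound preincubation with 10 nM enzyme. Signal taken at 0 min and again at 10 min.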
BAZ2B block: inhibitors of human BAZ2B bromodomain; AID 504333; Potency, µM (highest dose often 114 µM), for the others: top-dose activity change, negative = inhibition, most hits filed as inhibitors; 4.4% of 360,000 active; AlphaScreen BAZ2B-H3K14Ac peptide displacement; Q9UIF8; note: % is set by controls: 0 for no effect and ±100 for the full control effect; nearly all actives have a fitted effect of over 60% in size
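AlphaScreen displacement: compounds (up to 110uM) incubated 30 min at room temperature with a preformed 50 nM BAZ2B/50 nM biotinylated H3K14Ac peptide complex in PBS pH 7.4 with Tween-20. Donor and acceptor beads at 10 ug/mL final added, 20 min light-protected before reading.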
An asterisk follows results filed as active; ? = inconclusive; / = no result given; [ ] = another dose, or the depositor's remark. Calls come from the whole dose curve; as a rule, active = well fitted curve in the direction sought with a large enough effect; inconclusive = small, poorly fitted or top-dose-only effect, or another doubt; inactive = no such curve, though single readings can be large; an effect the other way counts as inactive or inconclusive. Potency is the fitted concentration of half-maximal effect. A portion of the library; rates above refer to the full screens.

SMILES	APE1 inh	JMJD2A Tudor inh	BLM inh	POLI inh	Pol beta inh	POLK inh	G9a block	Pol eta inh	BAZ2B block
COc1ccccc1CNC(=O)CCCn1c(=O)c2ccccc2n(Cc2ccccc2F)c1=O	/	-12%	-3%	7%	-1%	-15%	1%[59 µM]	5%	-6%
O=C(CCCn1c(SCC(=O)NC2CCCCC2)nc2ccccc2c1=O)NCC1CCCO1 (configuration not stated)	3%	-7%	0%	-2%	4%	1%	-2%	-16%	2%
CCOc1ccc(CC2S/C(=N/c3ccccn3)NC2=O)cc1 (configuration not stated)	-3%	?	-4%	24%	23%	-2%	?	9%	11%
CCOC(=O)N1CCN(c2ccc3nnnn3n2)CC1	2%	13%	1%	8%	-2%	-10%	13%[59 µM]	-18%	7%
O=C(NCC(=O)N1CCN(S(=O)(=O)c2ccccc2C(F)(F)F)CC1)c1sc2ccccc2c1Cl	11%	-15%	/	29%	/	2%	-1%[0.501 µM]	-16%	?
CSc1nccc(N2CCN(c3ccc(F)cc3)CC2)n1	?	-14%	-6%	2%	37%	3%	-1%[59 µM]	-13%	-28%
O=C(CCC(=O)N1CCOCC1)Nc1ccc(Cl)c(Cl)c1	26%	-1%	0%	14%	-21%	-8%	68%[activator]	-10%	2%
O=C(Nc1nnc(COc2ccc(Br)cc2)s1)c1ccco1	2%	-28%	-18%	?	-10%	-20%	/	1%	-11%
CC(NC(=O)/C=C/c1ccccc1)c1ccccc1 (configuration not stated)	-11%	1%	4%	121%[activator]	-23%	-14%	6%	12%	-5%
CC(C)c1ccc(O)c(NC(=S)NC(=O)c2ccc3c(c2)OCO3)c1	-9%	?	-12%	11%	-5%	-9%	13µM*	-11%	?
CC(C)(C)c1cc(OS(C)(=O)=O)ccc1O	-2%	-14%[11.4 µM]	-9%	40%[activator]	-24%	-17%	/	4%	-1%
Cc1ccc(N(CC(=O)NC(C)C)C(=O)CCC(=O)Nc2nccs2)c(C)c1	18%	-7%	-6%	18%	-2%	1%	20%	-1%	2%
Cc1ccc(C2/C(=C(\O)c3c(C)nc4c(C)cccn34)C(=O)C(=O)N2CCN(C)C)o1 (configuration not stated)	/	-11%	/	10%	/	-2%	/	-10%	/
COc1ccc2nc(NC(=O)c3ccccc3-c3ccccc3C(=O)O)sc2c1	-1%	-14%	1%	3%	?	-9%	?	-11%	-34%
Cc1nc2nc(SCc3ccccc3)nn2c(C)c1C	14%	9%	/	-7%	/	-1%	8%[2.33 µM]	-13%	9%
CCOc1ccc(C2=NC(c3ccncc3)=Nc3ccc(C)cc3N2)cc1OCC	/	?	-4%	13%	13%	0%	-33%[59 µM]	/	?
Cc1ccc(NC(=O)Nc2ccccc2)c(Br)c1	4%	2%	1%	178%[activator]	3%	-21%	?	1%	-9%
O=C(CCCC1=NS(=O)(=O)c2ccccc2N1)Nc1ccccc1	32%	-12%	1%	10%	3%	-3%	-2%	2%	1%
CC1=CC2=NC(=O)C(c3ccccc3)C(=O)N2C=C1 (configuration not stated)	/	-6%	/	14%	/	9%	/	-18%	/
Cc1cc(C(=O)CSC(C)c2nc3ccccc3c(=O)[nH]2)c(C)n1C (configuration not stated)	-5%	-25%	-4%	39%[activator]	46%	-17%	50µM*	-3%	-37%
CC(=O)c1ccc(-n2c(-c3cc(-c4ccco4)[nH]n3)n[nH]c2=S)cc1	-3%	?	-11%	-10%	1%	-1%	?	?	?
C=CCOC(=O)C(=O)/C=C/c1csc2ccccc12	7%	?	-24%	?	-21%	-24%	?	8%	?
COc1ccc(-c2nnn(CC(=O)N(C3CCCC3)C(C)C(=O)NC3CCCC3)n2)cc1OC (configuration not stated)	0%	-10%	1%	-1%	6%	6%	27%	-7%	-1%
O=C(O)COc1ccccc1/C=N/NC(=O)CSc1nnc(SCc2ccc(Cl)cc2)s1	-5%	-7%	-4%	-25%	?	-2%	-9%	-17%	?
O=C(NCc1cccnc1)c1cc(Sc2ccccc2Cl)nc2ccccc12	0%	-27%	-2%	73%[activator]	-8%	-19%	-46%[59 µM]	-4%	-25%
CCOc1ccc(-n2c(SCc3ccc(C(=O)OC)o3)nc3c([nH]c4ccccc43)c2=O)cc1	/	-16%	-3%	-9%	3%	-6%[60.1 µM]	-1%[59 µM]	-2%	-3%
Cn1nc(C2CC2)cc1NC(=O)CC(CC(=O)O)c1ccccc1 (configuration not stated)	3%	-4%	-3%	3%	-27%	-6%	8%	-22%	-3%
CC(=O)NCCOc1nc(N2CCCCC2)nc(N2CCCCC2)n1	30%	-5%	-6%	35%[activator]	-1%	-11%	/	-9%	-10%
Cn1[nH]c(C(F)(F)F)c(C=NCc2ccc(Cl)cc2)c1=O	-7%	-4%	-2%	22%	1%	8%	-26%	-15%	-20%
COC(=O)C(Sc1nc(C)cc(C)c1C#N)c1ccccc1 (configuration not stated)	-4%	32%	-11%	13%	15%	-11%	65%[activator]	-17%	33%[activator]

Arranged by the number under APE1 inh (low to high): three from the list above.
SMILES	APE1 inh	JMJD2A Tudor inh	BLM inh	POLI inh	Pol beta inh	POLK inh	G9a block	Pol eta inh	BAZ2B block
Cc1cc(C(=O)CSC(C)c2nc3ccccc3c(=O)[nH]2)c(C)n1C (configuration not stated)	-5%	-25%	-4%	39%[activator]	46%	-17%	50µM*	-3%	-37%
CC(C)(C)c1cc(OS(C)(=O)=O)ccc1O	-2%	-14%[11.4 µM]	-9%	40%[activator]	-24%	-17%	/	4%	-1%
O=C(CCCn1c(SCC(=O)NC2CCCCC2)nc2ccccc2c1=O)NCC1CCCO1 (configuration not stated)	3%	-7%	0%	-2%	4%	1%	-2%	-16%	2%

Full records, quoted from the list. Order of values: APE1 inh | JMJD2A Tudor inh | BLM inh | POLI inh | Pol beta inh | POLK inh | G9a block | Pol eta inh | BAZ2B block
Cc1nc2nc(SCc3ccccc3)nn2c(C)c1C across the screens: 14% | 9% | / | -7% | / | -1% | 8%[2.33 µM] | -13% | 9%
Cc1cc(C(=O)CSC(C)c2nc3ccccc3c(=O)[nH]2)c(C)n1C (configuration not stated) across the screens: -5% | -25% | -4% | 39%[activator] | 46% | -17% | 50µM* | -3% | -37%

(further entries)
SMILES	APE1 inh	JMJD2A Tudor inh	BLM inh	POLI inh	Pol beta inh	POLK inh	G9a block	Pol eta inh	BAZ2B block
CCCCn1c(SCC(=O)Nc2ccc3c(c2)OCCO3)nnc1C(CC)N(C)C (configuration not stated)	9%	-12%	/	4%	/	-2%	-8%[12.7 µM]	-3%	-15%
CCSC1=C(C#N)C(c2cccs2)C(C(=O)OC)=C(C)N1 (configuration not stated)	1%	4%	-6%	13%	20%	-17%	-12%[59 µM]	-4%	-5%
CCC(Sc1nc2n[nH]c(C)c2c(=N)n1-c1cccc(Cl)c1)C(=O)NCCOC (configuration not stated)	-6%	-18%	-1%	3%	6%	-13%	12%[12.7 µM]	?	-8%
CC1CCCCN1C(=O)CCC(=O)Nc1nnc(C(F)(F)F)s1 (configuration not stated)	-1%	11%	1%	8%	3%	-6%	19%	-3%	-1%
Cn1c(=O)c2c(SCCN3CCOCC3)nc(C3CCCC3)nc2n(C)c1=O	-1%	-3%	-3%	71%[activator]	13%	-5%	3%	-5%	-19%
O=C(Nc1ccc(S(=O)(=O)N2CCCC2)cc1)c1ccc(CN2CCOCC2)cc1	-1%	-12%	-5%	60%[activator]	-1%	-2%	-16%	-22%	9%[57.1 µM]
Cc1c(Cc2ccccc2)sc(NC(=O)/C=C/c2cccc3ccccc23)c1C(N)=O	3%	40µM*	-3%	99%[activator]	1%	-12%	20µM*	-11%	-11%
COC(=O)COc1ccc(S(=O)(=O)NCCC2=CCCCC2)cc1	-2%	-15%	-2%	-22%	-2%	-15%[60.1 µM]	?	2%	-1%
Cc1ccc(NC(=O)Nc2ccc3c(c2)nc(C)n3C)cc1C	3%	/	-2%	/	7%	/	-3%	/	2%
O=C(NC1CCCCC1)c1ccc2c(c1)N(Cc1ccc(F)cc1)C(=O)c1ccccc1S2(=O)=O	/	-15%	-1%	-20%	9%	-24%	-29%[59 µM]	/	-30%
COc1ccc(NC(=O)CNc2ccccc2N2CCCC2=O)cc1S(=O)(=O)N1CCOCC1	0%	-4%	/	?	/	-20%	?	-12%	7%
CCn1nnc2cc(C(=O)Nc3ccc(C)c(Cl)c3)ccc21	/	-14%	-6%	12%	?	-9%	-14%[59 µM]	-2%	-11%
Cc1ccc(C(=O)C[n+]2cc(Br)cc(Br)c2)cc1	2%	-13%	5%	9%	22%	-7%	?	-10%	-21%
COc1ccc(OC)c(S(=O)(=O)N2CCN(CC(O)COc3ccc(C#N)cc3)CC2)c1 (configuration not stated)	28%	-21%	-1%	49%[activator]	14%	-2%	19%	-20%	-19%
CC(C)Oc1ccc(S(=O)(=O)N2CCCCC2)cc1NC(=O)C1=COCCO1	?	-16%	/	12%	/	-24%	13%[0.501 µM]	-14%	6%
S=C(Nc1cccnc1)NC1CCCCCCC1	4%	-2%	0%	130%[activator]	2%	-6%	14%[59 µM]	-22%	0%
Cc1cc(C)nc(NC(=S)Nc2ccccc2)n1	8%	-3%	-5%	169%[activator]	9%	0%	-7%	-20%	-27%
Cc1ccc(S(=O)(=O)N2CCOCC2)cc1C(=O)N1CCc2ccccc21	11%	-11%	/	36%[activator]	/	-2%	/	-17%	/
CN(CC(=O)OCC(=O)NCc1ccccc1)S(=O)(=O)c1ccc(Cl)cc1	2%	-12%	-1%	65%[activator]	?	-4%	-2%[59 µM]	-6%	0%
COc1ccc(-c2csc3ncnc(N4CCN(c5ccc(OC)cc5)CC4)c23)cc1	-2%	32µM*	-6%	6%	16%	-2%	/	-4%	10µM*
[O-][n+]1onc2c1CCC1N(O)C(c3ccccc3)CC21O (configuration not stated)	5%	-15%	-1%	10%	20%	-19%	-42%[12.7 µM]	-4%	5%
O=C(Cc1cccs1)N/N=C/c1ccccn1	0%	?	0%	12%	1%	2%	1.4µM*	-6%	-19%
O=C(Nc1ccc(-c2n[nH]c(=S)o2)cc1)c1ccccc1Br	17%	-4%	-1%	18%	16%	3%	8.9µM*	-11%	-1%
COC(=O)c1nccnc1C(=O)Nc1ccccc1N1CCOCC1	7%	-10%	-6%	2%	-21%	-2%	-1%[12.7 µM]	-8%	-1%
O=C(Nc1cccc(-n2cnnn2)c1)c1cc(Cl)ccc1Cl	13%	-14%	1%	27%	4%	3%	-8%	-22%	-5%
O=C(Cc1ccccc1)Nc1ccc(F)cc1	-1%	3%	-5%	35%[activator]	2%	3%	1%	-14%	2%
COC(=O)c1c(C)oc2ccc(NS(=O)(=O)c3cccs3)cc12	-4%	-2%	-8%	?	-5%	-9%	2%[59 µM]	?	3%
